# Source: PubChem BioAssay
# KCNQ2 block: KCNQ2 channel blockers in CHO-K1 cells – cell-based, FluxOR thallium flux, B-score, primary screen (AID 2156); O88943; 20 min; hits give low values; B-score at 10 µM; hit rate 1.1% among 310,000;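 active = fluorescence ratio B-score at most minus 3 library SDs, with starting brightness B-score within 2 library SDs, cut at about -5.5 in these data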
# Target sequence (O88943 whole entry, looked up): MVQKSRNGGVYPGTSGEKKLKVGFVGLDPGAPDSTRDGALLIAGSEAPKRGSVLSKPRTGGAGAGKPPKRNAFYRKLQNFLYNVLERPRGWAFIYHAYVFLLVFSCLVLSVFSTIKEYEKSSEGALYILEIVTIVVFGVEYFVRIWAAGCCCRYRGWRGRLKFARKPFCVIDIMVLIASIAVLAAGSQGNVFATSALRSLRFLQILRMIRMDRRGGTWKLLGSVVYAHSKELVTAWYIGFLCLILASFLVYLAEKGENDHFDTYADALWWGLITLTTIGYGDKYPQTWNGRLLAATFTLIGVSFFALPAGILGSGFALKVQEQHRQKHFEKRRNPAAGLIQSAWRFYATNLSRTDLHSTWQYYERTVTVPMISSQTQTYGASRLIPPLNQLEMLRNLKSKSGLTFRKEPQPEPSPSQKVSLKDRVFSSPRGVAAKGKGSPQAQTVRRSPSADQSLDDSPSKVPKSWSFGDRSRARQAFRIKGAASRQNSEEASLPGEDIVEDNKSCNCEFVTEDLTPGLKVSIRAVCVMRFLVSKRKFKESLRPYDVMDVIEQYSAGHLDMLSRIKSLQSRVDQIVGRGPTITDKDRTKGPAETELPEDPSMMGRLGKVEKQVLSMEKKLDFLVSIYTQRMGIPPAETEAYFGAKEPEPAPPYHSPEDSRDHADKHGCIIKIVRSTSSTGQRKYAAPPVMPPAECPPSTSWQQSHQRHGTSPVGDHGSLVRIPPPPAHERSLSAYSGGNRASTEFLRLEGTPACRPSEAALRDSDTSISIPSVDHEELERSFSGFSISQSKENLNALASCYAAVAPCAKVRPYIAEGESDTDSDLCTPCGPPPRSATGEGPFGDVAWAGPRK
# Kir21 inh: blocks the mouse Kir2.1 inward-rectifier potassium channel; P35561; HEK293-Kir2.1, FluxOR thallium flux fluorescence; hits give low values; B-score at 10 µM; hit rate 0.85% among 310,000;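 active = fluorescence ratio B-score at or below minus 3 SD of library scores, with starting-brightness B-score within 2 SD, cut at about -4.2 in these data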;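 also: channel flux triggered by added potassium and thallium sulfate stimulus; B-score of peak minus minimum fluorescence over baseline after thallium stimulus; more negative B-score means stronger Kir2.1 block with less thallium influx; some compounds called inactive have numbers as strong as hits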
# * marks the source's active call; other numbers are inactive results; i = inactive. Compounds were not picked by outcome (roughly 1.8% active in at least one column).
KCNQ2 block,Kir21 inh,structure
i,1.3,COC(=O)/C(=C/c1ccc2c(c1)c1ccccc1n2C)NC(=O)c1ccccc1
i,-0.02,CC#CCC(CC#CC)c1nc2ccccc2c(=O)n1N
i,-0.06,COc1ccccc1/C=C/C(=O)Nc1cccnc1
i,1.5,COc1ccc(Br)cc1C1NC(=O)NC(C)=C1C(=O)N(C)C (stereo unspecified)
i,0.17,O=C(CNC1CC1)Nc1cc(C(F)(F)F)ccc1Cl
i,-3.9,O=C(CCl)N(CCc1ccccc1)CCc1ccccc1
i,-0.17,CN(CCCCCC(=O)/C=N/O)Cc1ccccc1
i,0.24,O=C(NCCc1ccccc1)c1ccc(Cl)c(S(=O)(=O)N2CCOCC2)c1
i,2,Cc1ccc(-c2nn(-c3ccccc3)cc2C=O)o1
i,1.7,Cc1nc2c([nH]c3ccc(Br)cc32)s1
i,-0.26,CC(C)OC(=O)CSc1nnc(CNc2ccc(Cl)cc2)n1C
i,0.65,Cc1ccc(-c2nc3cc(Br)cnc3nc2-c2ccc(C)cc2)cc1
i,0.39,O=C1CC(N(Cc2cccs2)C(=O)Nc2ccccc2)C(=O)N1c1ccc(Cl)cc1 (stereo unspecified)
i,1.3,O=C1C=C(Nc2ccc(O)cc2)C(=O)c2ccccc21
i,-1.2,COc1ccccc1NC(=O)Cc1nnc(SCC(=O)Nc2nccs2)n1C
i,0.09,CC(=O)/C(C#N)=C1\NC(=O)C(Cc2ccc(C)c(Cl)c2)S1 (stereo unspecified)
i,1.1,CCN1/C(=C\C=C2\C(=O)N(C)C(=S)N2C)Sc2ccccc21
i,-0.97,C/C(=N/OC(=O)C1CC1c1ccccc1)c1ccccc1 (stereo unspecified)
i,0.02,COCCNC(=O)c1c[nH]c2ccc(S(=O)(=O)Nc3ccc(F)cc3F)cc2c1=O
i,-0.68,Cc1ccc(CNC(=O)CS(=O)Cc2nc(-c3ccccc3C)oc2C)cc1 (stereo unspecified)

KCNQ2 block,Kir21 inh,structure
i,1.1,O=C1C2C3C=CC(C3)C2C(=O)N1/N=C/c1cn(Cc2ccc(F)cc2)c2ccccc12 (stereo unspecified)
i,-0.12,Cn1c(=O)c2cc(S(=O)(=O)NCCC(=O)Nc3ccc(F)cc3F)ccc2n(C)c1=O
i,-0.72,O=C(CN1C(=O)NC2(CCCCC2)C1=O)Nc1cccc(S(=O)(=O)N2CCOCC2)c1
i,0.39,C=CCN1C(=O)c2ccc(C(=O)N3CCN(S(=O)(=O)c4cccc(F)c4)CC3)cc2C1=O
i,-1.2,Cc1ccccc1CNS(=O)(=O)c1ccc2c(c1)OCCO2
i,0.84,Cc1c(C(=O)Nc2ccc3c(c2)OCO3)oc2ccccc12
i,0.39,COC(=O)CCCNC(=O)CC1C(=O)NCCN1Cc1ccoc1 (stereo unspecified)
i,0.34,CCCS/C(N)=N/N=C/c1ccccc1O
i,0.32,Cc1nc2ccc(N=NC3=C(O)CC(C)(C)CC3=O)cc2s1
i,-0.53,CC1CC(OC(=O)C(O)c2ccccc2)CC(C)(C)N1C (stereo unspecified)
i,1.3,CC(=O)c1c(C(C)=O)c(C)n(NC(=O)c2ccccc2Cl)c1C
i,-0.54,NC(=S)N/N=C/c1coc2cc(Cl)ccc2c1=O
i,0.85,CCCC(C)NC(=O)COC(=O)c1cc(Br)c(Br)s1 (stereo unspecified)
i,-2.7,Cc1cccc2cc(CN(Cc3ccco3)C(=O)Nc3cccc(C#N)c3)c(Cl)nc12
i,0.8,CCC(=O)N1CCC(C(N)=O)(N2CCCCC2)CC1
-8.2*,1.2,CCc1ccc(-c2cc(C(=O)NCCCn3ccnc3)c3ccccc3n2)s1
i,0.7,CC(=O)N1c2ccc(S(=O)(=O)N(C)CC(=O)Nc3ccccc3C)cc2CC1C (stereo unspecified)
i,1,OCc1nc2ccccc2n1C/C=C/c1ccccc1
i,-0.22,CCOCCCNS(=O)(=O)c1ccc2c(c1)oc(=O)n2CC(=O)OCC
i,-2.8,Cc1c(C(=O)O)sc(S(=O)(=O)N2CCNCC2)c1C(=O)O

# Full records as entered above. Order of screens: KCNQ2 block	Kir21 inh
# `CC(C)OC(=O)CSc1nnc(CNc2ccc(Cl)cc2)n1C` reads i	-0.26
# `CC(=O)/C(C#N)=C1\NC(=O)C(Cc2ccc(C)c(Cl)c2)S1` (stereo unspecified) reads i	0.09
# `COc1ccccc1NC(=O)Cc1nnc(SCC(=O)Nc2nccs2)n1C` reads i	-1.2

# Following part:
KCNQ2 block,Kir21 inh,structure
i,-0.13,Cc1cc(C)cc(N(CC(=O)Nc2c(C)n(C)n(-c3ccccc3)c2=O)S(C)(=O)=O)c1
i,1.1,Cn1cccc1Cc1nnc(SCC(=O)N2CCCCCC2)n1-c1ccc(F)cc1
i,-0.04,c1ccc(-n2ncc3c(N4CCCCC4)ncnc32)cc1
i,0.32,CCN(CC)S(=O)(=O)c1ccc2c(c1)c(=O)c(C(=O)N1CCN(c3ccccc3)CC1)cn2C
i,0.13,NS(=O)(=O)c1ccc(CCNC(=O)COC(=O)CCc2ccccc2)cc1
i,0.66,O=S(=O)(NCCSc1nnnn1-c1ccccc1)c1cccs1
i,0.1,CCC1=NN(C(=O)C(=O)Nc2ccccc2OC)C(O)(C(F)(F)F)C1 (stereo unspecified)
i,-0.02,COc1ccccc1N1CCN(Cc2nc(N)nc(Nc3ccccc3)n2)CC1
i,2.3,C=CCSc1nnc(NC(=O)c2cccc(S(=O)(=O)N3CCOCC3)c2)s1
i,-1.5,CCCCc1n[nH]c2c1/C(=N/OCC)CC(C)(C)C2
i,0.03,C[C@H](NC(=O)[C@@H]1CSC2c3ccccc3C(=O)N21)C(=O)NC1CCCCC1 (stereo partly specified)
i,0.05,COc1cccc(CN2CC(C(=O)NCCOc3ccccc3)CCC2=O)c1 (stereo unspecified)
i,1.3,CCOC(=O)C1CCN(C(=O)CSc2ccccc2)CC1
i,0.58,Cc1ccc(-c2c(C(=O)O)c3ccccc3[nH]c2=O)cc1
i,0.77,O=C(CSc1nc2scc(-c3ccccc3)c2c(=O)[nH]1)N1CCCCC1
i,2.6,COC(=O)c1ccc(NC(=O)CSCC(=O)OCC(=O)c2ccc(Br)cc2)cc1
i,1.4,COc1ccc(CCNC(=O)c2ccc(CNc3c(N4CCOCC4)c(=O)c3=O)cc2)cc1OC
i,0.04,COC(=O)Cn1c(=NC(=O)c2ccc(Cl)s2)sc2cc(F)ccc21
i,-0.69,Cc1ccc(NC(=O)Cc2ccc(F)cc2)cc1
i,-0.19,COCCCN1C(=O)c2[nH]nc(-c3ccccc3O)c2C1c1cccc(Cl)c1 (stereo unspecified)

# The list goes on, starting with the last 2 of the part before.
KCNQ2 block,Kir21 inh,structure
i,-0.69,Cc1ccc(NC(=O)Cc2ccc(F)cc2)cc1
i,-0.19,COCCCN1C(=O)c2[nH]nc(-c3ccccc3O)c2C1c1cccc(Cl)c1 (stereo unspecified)
i,-2,CC1CC(C)CN(C(=O)c2ccc(C#N)cc2)C1 (stereo unspecified)
i,0.71,Cc1cc(S(=O)(=O)c2ccc([N+](=O)[O-])cn2)ccc1Br
i,0,COC(=O)CSc1nc2ccccc2n1CC(=O)N(C(C)C)C(C)C
i,-1.9,COc1cc(C2C(C#N)=C(C)NC3=C2C(=O)CC(C)(C)C3)ccc1O (stereo unspecified)
i,0.95,COc1ccc(N2CCN(C(=O)c3cn(C)c4ccc(S(=O)(=O)N5CCOCC5)cc4c3=O)CC2)cc1
i,0.58,COC(=O)CSc1nc2ccccc2nc1SCC(=O)OC
i,-0.15,CC(=O)Nc1ccc(NC(=O)COc2cc(C)cc3oc(=O)cc(C)c23)cc1
i,-0.78,CCn1c2ccccc2c2cc(/C=N/NC(=O)c3cccc(C)c3)ccc21
i,-0.73,CCOC(=O)C1CCCN(S(=O)(=O)c2cc(Br)cc3c2N(C(C)=O)CC3)C1 (stereo unspecified)
i,-1,O=C(N/N=C\C=C\c1ccc([N+](=O)[O-])o1)c1cccs1
i,-0.2,CN(C)N=Nc1ccc(-c2cn(Cc3ccccc3)cn2)cc1
i,0.05,Cc1nc(N2CCN(S(=O)(=O)c3ccccc3)CC2)c2cc(-c3ccccc3)sc2n1
i,-0.02,CC(=O)N1c2ccc(S(=O)(=O)N3CCC(C(=O)NC4CCC(C)CC4)CC3)cc2CC1C (stereo unspecified)
i,0.7,CCCCCCCCCCS(=O)(=O)N/N=C/c1ccc(O)cc1
i,0.7,COc1ccc(C(=O)C[n+]2ccc(N(C)C)cc2)cc1
i,1.4,COC(=O)c1sccc1NC(=O)CSc1ccccc1NS(=O)(=O)c1ccccc1Cl
i,-0.7,CCN1CCCC1CNC(=O)c1cc(OC)c(OC)c(OC)c1 (stereo unspecified)
i,-2.1,Cn1nnnc1NCc1ccccc1F
i,1.9,O=C(Nc1cccc(NC(=O)c2ccc([N+](=O)[O-])o2)c1)c1ccco1
i,0.55,Cc1cc(C)cc(NC(=O)N2CCCCCCC2)c1

# Given with each value named: part of the list above
CCN1CCCC1CNC(=O)c1cc(OC)c(OC)c(OC)c1 (stereo unspecified)
  KCNQ2 block = i
  Kir21 inh = -0.7
CCCCCCCCCCS(=O)(=O)N/N=C/c1ccc(O)cc1
  KCNQ2 block = i
  Kir21 inh = 0.7
Cn1nnnc1NCc1ccccc1F
  KCNQ2 block = i
  Kir21 inh = -2.1
COc1ccc(N2CCN(C(=O)c3cn(C)c4ccc(S(=O)(=O)N5CCOCC5)cc4c3=O)CC2)cc1
  KCNQ2 block = i
  Kir21 inh = 0.95

# Carrying on:
KCNQ2 block,Kir21 inh,structure
i,-1.9,O=C(Nc1ccc(NC(=O)c2ccco2)nc1)c1cccc(F)c1
i,-0.6,CC(C)c1ccc(S(=O)(=O)N2CCN(C(=O)CN3C(=O)NC4(CCCCC4)C3=O)CC2)cc1
i,1.2,Cc1ccc(NC(=O)CCC(=O)OCC(=O)c2ccc(-c3ccccc3)cc2)cc1
i,1.1,O=c1c2c(nc3nc(Cc4ccccc4)[nH]n13)CCC2
i,-3.4,Cc1ccc(Nc2nc(N)nc(CSc3nc(C)cc(C)n3)n2)cc1
i,-1.4,CCN(CC)S(=O)(=O)c1ccc(C(=O)Nc2nnc(CSC)o2)cc1
i,-1.2,Cc1ccc(N2C(=O)c3cccc4c(N5CCN(C)CC5)ccc(c34)C2=O)c2cccnc12
i,-0.04,COc1ccc(OC/C(O)=C(\C#N)c2nc3ccccc3[nH]2)cc1
i,-0.67,Cc1cn(C(=O)c2cccc(Br)c2)c(C)n1
i,-0.32,COc1ccc(-n2nnc3c(SCC(=O)c4ccccc4)ncnc32)cc1
i,1.2,COc1cc(/C=C2\C(=N)N3N=C(C)SC3=NC2=O)cc(Cl)c1OCCOc1ccc(NC(C)=O)cc1
i,-0.03,COc1ccc(-c2cc(C(=O)Nc3cccc(C(C)=O)c3)no2)cc1
i,-0.01,CC(C)Sc1nnc(-c2c[nH]c3ccccc23)n1C
i,-0.51,COc1cccc(-c2csc(NC(=O)Nc3ccccc3)n2)c1
i,0.01,COc1cccc(-n2c(SCC(=O)Nc3cc(C)on3)nc3ccccc3c2=O)c1
i,0.91,CCc1ccc(CNC(=O)C(=O)NCC2CCCO2)cc1 (stereo unspecified)
i,0.91,O=C(Nc1ccccc1C(=O)OCc1nnc(-c2ccccc2)o1)c1ccco1
i,0.16,COc1ccc(C)cc1S(=O)(=O)n1ccnc1C
i,1.2,O=C1CSc2ccc(C(=O)O)cc2N1
i,-0.01,CC1(C)Cc2c(sc3ncn4nc(-c5ccco5)nc4c23)CO1

KCNQ2 block,Kir21 inh,structure
i,0.43,CCOc1ccc(N(CC(=O)Nc2ccccc2Cl)S(C)(=O)=O)cc1
i,-1.2,COCCCN(C(=S)Nc1cc(Cl)cc(Cl)c1)C(C)c1ccncc1 (stereo unspecified)
i,-2.3,O=C(NCc1ccncc1)C(=O)NCC(c1ccco1)N1CCN(c2ccccc2)CC1 (stereo unspecified)
i,-0.06,CCOC(=O)N1CCN(C(=O)CCc2ccc(S(=O)(=O)NC(C)(C)C)cc2)CC1
i,0.89,CC1CCCN(CCCNS(=O)(=O)c2ccc3c(c2)CCN3C(=O)C2CC2)C1 (stereo unspecified)
i,0.17,CSCC[C@H](NC(=O)CC(C)(C)C)c1nc2ccccc2[nH]1
i,0.88,COc1ccc(/C=C/C2=NNC(=O)CC2)cc1
i,0.88,CC1CN(CCC(=O)Nc2ccc3c(c2)CCC3)CC(C)O1 (stereo unspecified)
i,1.2,CC(=O)c1ccc(S(=O)(=O)N2CCN(c3ccccc3F)CC2)cc1
i,-0.35,O=C(C1=NN[C@@H]2C(=O)N(c3cccc(C(F)(F)F)c3)C(=O)[C@H]12)c1cnccn1
i,1.2,COc1ccc(C/C(N)=N/n2cnnc2)cc1
i,-0.02,CCOC(=O)c1sc(N)c(C#N)c1CSc1nc2ccc(C)cc2[nH]1
i,-1.6,COc1ccc(OC)c(-n2nnnc2SCC(=O)Nc2ccccc2N2CCOCC2)c1
i,-0.02,COc1ccc(-c2nc3c(c(SCC(=O)Nc4cccc(O)c4)n2)Cc2c(CO)cnc(C)c2O3)cc1
i,-1.2,CCOC(=O)CN1CCC(c2cc(-c3ccc(Cl)cc3)n[nH]2)CC1
i,0.07,Cn1c(=O)c2c(ncn2CC(=O)N/N=C/C(Cl)=C/c2ccccc2)n(C)c1=O
i,0.68,Cc1ccc(NC(=O)COC(=O)C2CC2)c(Br)c1
i,0,CCOc1ccc(N2C(=O)CC(C(C)c3ccccc3)C2=O)cc1 (stereo unspecified)
i,1.2,Cc1nn(CC(=O)Nc2sc3c(c2C#N)CCC(C(C)(C)C)C3)c(C)c1[N+](=O)[O-] (stereo unspecified)
i,0.07,O=C(NCc1ccc2c(c1)OCO2)c1cc(-c2ccccc2Cl)on1
i,0.08,O=C(O)COc1ccc(/C=N/NC(=O)C(O)(c2ccccc2)c2ccccc2)cc1
